TPT1 inh = blocks Candida albicans tRNA 2'-phosphotransferase. recombinant caTPT1, FP RNA substrate dephosphorylation. inhibition, % at 5 µM. hit rate 0.81% among 300,000. AID 1962;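 active means inhibition above the mean of all tested compounds plus 3 SD, set per screening campaign, cut at about 24% in these data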;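 further: plate controls were DMSO alone for no effect and ferristatin control at 100 nM for full effect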
Fh CTSL1 inh = cathepsin L1 inhibition, PFM18AAP counter-screen; recombinant F. hepatica cathepsin L1, Z-Leu-Arg-MCA fluorescence; inhibition, % at 5.96 µM; hit rate 0.49% among 300,000; AID 1906;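 active means inhibition above the mean of all tested compounds plus 3 SD, set per screening campaign, cut at about 17% in these data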;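 further: 0% = plate median of test compound wells and 100% = 1 µM Z-Phe-Ala-diazomethylketone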
proCasp3 act = procaspase-3 (human) activation | recombinant procaspase-3 D3A, Ac-DEVD-pNA absorbance 405 nm | activation, % at 8.5 µM | hit rate 0.11% among 330,000 | AID 463141;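 active means activation above the mean of all tested compounds plus 3 SD, cut at about 21% in these data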;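 further: 0% = DMSO alone and 100% = DMSO wells spiked with extra 5 µM PC-3 D3A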
Target sequence (P42574 whole entry D9A/D28A/D175A): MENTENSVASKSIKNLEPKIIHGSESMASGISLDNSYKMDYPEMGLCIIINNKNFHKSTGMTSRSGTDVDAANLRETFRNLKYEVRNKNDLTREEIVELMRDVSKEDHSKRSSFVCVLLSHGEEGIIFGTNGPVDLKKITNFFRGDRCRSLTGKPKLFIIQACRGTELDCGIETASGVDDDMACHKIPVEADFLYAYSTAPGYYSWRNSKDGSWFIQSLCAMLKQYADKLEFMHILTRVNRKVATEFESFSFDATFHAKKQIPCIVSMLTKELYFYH
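Technique: 405 nm absorbance of p-nitroaniline, reads at 0 and 120 min; Test system: Procaspase-3 D3A mutant; Incubation: 1 h enzyme-compound preincubation, then 2 h substrate reaction, 25 °C; Repeats: singlicate, each compound tested once; Benchmarks: low control DMSO wells, high control DMSO plus 5 µM PC-3 D3A.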
PAFAH2 FP inh = inhibitors of human PAFAH2; Q99487; recombinant PAFAH2, FP-rhodamine activity probe, fluorescence polarization; inhibition, % at 3.39 µM; hit rate 0.99% among 340,000;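 active means inhibition above the mean over all tested compounds plus 3 SD, cut at about 30% in these data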;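 further: inhibitors block probe labeling of enzyme so polarization drops; 0% = enzyme with DMSO and 100% = wells lacking PAFAH2 protein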
PP1 counter = counter-screen for PP5 inhibitors: inhibitors of human PP1-alpha | purified PP1alpha, OMFP fluorescence | inhibition, % at 6.7 µM | hit rate 0.9% among 320,000 | AID 2235;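 active means inhibition above the mean inhibition of all tested compounds plus 3 SD, computed separately for each screening campaign, cut at about 15% in these data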
procasp7 counter = counter-screen for procaspase-3 activators: activators of human procaspase-7; activation, % at 8.5 µM; hit rate 0.093% among 330,000; AID 463210; P55210; recombinant procaspase-7, Ac-DEVD-pNA absorbance 405 nm; D23A/D198A/D206A triple mutant, cannot self-cleave; scale: DMSO 0, 5 µM enzyme 100;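 active means percent activation above the screen-wide mean plus 3 SD, cut at about 25% in these data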
Target sequence (P55210 whole entry D23A/D198A/D206A): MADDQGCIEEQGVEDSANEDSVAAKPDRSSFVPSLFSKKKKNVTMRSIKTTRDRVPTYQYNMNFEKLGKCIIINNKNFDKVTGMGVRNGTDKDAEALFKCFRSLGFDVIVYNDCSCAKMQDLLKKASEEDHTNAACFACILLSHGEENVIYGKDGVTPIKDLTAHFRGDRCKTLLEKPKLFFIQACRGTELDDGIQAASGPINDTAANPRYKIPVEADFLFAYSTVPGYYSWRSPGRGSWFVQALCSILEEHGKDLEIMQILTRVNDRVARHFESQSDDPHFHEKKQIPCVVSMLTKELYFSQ
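Assay system: Uncleavable procaspase-7 mutant enzyme / Input: 2 µM procaspase-7 mutant as dispensed / Dosing: single nominal 8.5 µM compound dose, 0.8% DMSO final / Timing: 1 h enzyme–compound preincubation and 2 h substrate reaction, both 25 °C / Detection: p-Nitroaniline absorbance at 405 nm, read at 0 and 120 min / Replication: singlicate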
PP5 primary = blocks human protein phosphatase 5 activity; AID 1987; hit rate 0.18% among 320,000; purified PP5c, OMFP substrate fluorescence; inhibition, % at 6.7 µM;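 active means inhibition above the campaign's mean inhibition across all tested compounds plus 3 SD, cut at about 9.5% in these data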;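 further: 0% = DMSO only and 100% = 100 µM cantharidin control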
Target sequence (P53041 whole entry, looked up): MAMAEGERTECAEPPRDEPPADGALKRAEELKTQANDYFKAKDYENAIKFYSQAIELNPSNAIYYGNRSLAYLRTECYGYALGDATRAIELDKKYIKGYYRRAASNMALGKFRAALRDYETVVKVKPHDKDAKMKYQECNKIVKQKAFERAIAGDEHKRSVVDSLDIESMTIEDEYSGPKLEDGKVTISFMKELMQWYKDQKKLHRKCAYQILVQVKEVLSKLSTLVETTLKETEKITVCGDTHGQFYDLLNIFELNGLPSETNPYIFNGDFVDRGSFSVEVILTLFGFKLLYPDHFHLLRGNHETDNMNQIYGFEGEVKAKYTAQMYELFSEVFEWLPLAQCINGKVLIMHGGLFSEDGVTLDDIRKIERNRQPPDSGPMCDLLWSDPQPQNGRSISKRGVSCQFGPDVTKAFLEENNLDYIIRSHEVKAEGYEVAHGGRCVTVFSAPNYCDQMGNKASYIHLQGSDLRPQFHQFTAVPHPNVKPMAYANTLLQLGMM
HCV core dimer = blocks dimerization of HCV core protein. inhibition, % at 5 µM. TR-FRET GST/Flag-core106 dimerization, 1536-well. hit rate 0.33% among 300,000. AID 1899;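 active means inhibition above the mean of all tested compounds plus 3 SD, set per screening campaign, cut at about 45% in these data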
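Assay system – GST-tagged and Flag-tagged HCV core protein residues 1-106 · Quantity – core106 proteins, GST 13.5 nM and Flag 17 nM · Benchmarks – unlabelled core106 and no-GST-core106 wells · Read-out basis – percent inhibition of core106 dimerization signal · Detection – time-resolved FRET, ex 340 nm, em 617 and 671 nm · Schedule – 4 h at 22.5 °C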
AHR act = activators of human aryl hydrocarbon receptor | hit rate 2.5% among 320,000 | activation, % at 5 µM | AID 2796 | P35869 | AHR-responsive luciferase reporter cells, luminescence; in the data active means activation above about 47%;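 further: 0% = vehicle wells and 100% = reference agonist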
The depositor's hits bear a star. Outcome played no part in choosing rows (roughly 5.6% active in at least one column).

The opening three entries as a preview:
What do the screens show for `CNc1nc(SCc2ccccc2)nc(N2CCOCC2)n1`?
TPT1 inh: -1; Fh CTSL1 inh: 1; proCasp3 act: -5; PAFAH2 FP inh: 4; PP1 counter: -4; procasp7 counter: -8; PP5 primary: 1.7; HCV core dimer: -3; AHR act: 27

What do the screens show for `O=C(CN(CC1CCCO1)C(=O)CNS(=O)(=O)c1ccc(Cl)cc1)NCc1ccccc1` (stereo not drawn)?
TPT1 inh: -4; Fh CTSL1 inh: -6; proCasp3 act: 9; PAFAH2 FP inh: 18; PP1 counter: -1; procasp7 counter: 5; PP5 primary: -1.9; HCV core dimer: -2; AHR act: -4

What do the screens show for `C=CCNC(=O)/C(C#N)=C/c1c(N2CCCCCC2)nc2ccccn2c1=O`?
TPT1 inh: 2; Fh CTSL1 inh: 2; proCasp3 act: -5; PAFAH2 FP inh: 0; PP1 counter: -1; procasp7 counter: 2; PP5 primary: 3.9; HCV core dimer: 0; AHR act: -1

The listing, from the start:
What do the screens show for `CNc1nc(SCc2ccccc2)nc(N2CCOCC2)n1`?
TPT1 inh: -1; Fh CTSL1 inh: 1; proCasp3 act: -5; PAFAH2 FP inh: 4; PP1 counter: -4; procasp7 counter: -8; PP5 primary: 1.7; HCV core dimer: -3; AHR act: 27

What do the screens show for `O=C(CN(CC1CCCO1)C(=O)CNS(=O)(=O)c1ccc(Cl)cc1)NCc1ccccc1` (stereo not drawn)?
TPT1 inh: -4; Fh CTSL1 inh: -6; proCasp3 act: 9; PAFAH2 FP inh: 18; PP1 counter: -1; procasp7 counter: 5; PP5 primary: -1.9; HCV core dimer: -2; AHR act: -4

What do the screens show for `C=CCNC(=O)/C(C#N)=C/c1c(N2CCCCCC2)nc2ccccn2c1=O`?
TPT1 inh: 2; Fh CTSL1 inh: 2; proCasp3 act: -5; PAFAH2 FP inh: 0; PP1 counter: -1; procasp7 counter: 2; PP5 primary: 3.9; HCV core dimer: 0; AHR act: -1

What do the screens show for `CC(C)(C)NC(=O)CSc1nnc(C2CC2)n1-c1ccccc1`?
TPT1 inh: -6; Fh CTSL1 inh: 12; proCasp3 act: -7; PAFAH2 FP inh: 2; PP1 counter: 3; procasp7 counter: -6; PP5 primary: -2.3; HCV core dimer: 0; AHR act: 6

Results for CC(C)CC(NC(=O)c1cccc(Cl)c1)C(=O)O (stereo not drawn) ?
TPT1 inh: -3; Fh CTSL1 inh: -8; proCasp3 act: 0; PAFAH2 FP inh: 6; PP1 counter: -1; procasp7 counter: -7; PP5 primary: 3.3; HCV core dimer: 3; AHR act: 2

Results for Cc1[nH]c(C(=O)N/N=C/c2ccc(N(C)C)cc2)c(C)c1C(=O)N/N=C/c1ccc(N(C)C)cc1 ?
TPT1 inh: 0; Fh CTSL1 inh: -7; proCasp3 act: -6; PAFAH2 FP inh: -2; PP1 counter: 7; procasp7 counter: 7; PP5 primary: -2.1; HCV core dimer: 16; AHR act: 25

How did CN(Cc1cnccn1)C(=O)C1CCC(=O)N(CCc2ccccc2)C1 (stereo not drawn) do in these assays?
TPT1 inh: -2; Fh CTSL1 inh: 5; proCasp3 act: 6; PAFAH2 FP inh: 0; PP1 counter: -1; procasp7 counter: 6; PP5 primary: 0.9; HCV core dimer: -10; AHR act: 1

What do the screens show for `O=[N+]([O-])c1cc2c(cc1CN1CCN(CCOCCO)CC1)OCO2`?
TPT1 inh: -3; Fh CTSL1 inh: 3; proCasp3 act: 5; PAFAH2 FP inh: 1; PP1 counter: -1; procasp7 counter: 0; PP5 primary: -1.1; HCV core dimer: 5; AHR act: 0

What do the screens show for `CC(Oc1ccc(Cl)cc1Cl)C(=O)NN=C1CCN(C)CC1` (stereo not drawn)?
TPT1 inh: -1; Fh CTSL1 inh: 0; proCasp3 act: -8; PAFAH2 FP inh: 2; PP1 counter: -4; procasp7 counter: -8; PP5 primary: -0.3; HCV core dimer: 6; AHR act: 4

How did CCC(C)(C)NC(=O)C(c1ccc(C)cc1)N(Cc1cccs1)C(=O)c1ccc2c(c1)OCCO2 (stereo not drawn) do in these assays?
TPT1 inh: -1; Fh CTSL1 inh: 4; proCasp3 act: 2; PAFAH2 FP inh: 2; PP1 counter: 5; procasp7 counter: -4; PP5 primary: 4.0; HCV core dimer: 17; AHR act: 1

What do the screens show for `COc1cc(/C=C(\C#N)C(=O)NCC2CCCO2)ccc1OCC(=O)O` (stereo not drawn)?
TPT1 inh: -3; Fh CTSL1 inh: 5; proCasp3 act: 2; PP1 counter: 0; procasp7 counter: -3; PP5 primary: -1.8; HCV core dimer: 9; AHR act: -2

How did Cn1c(-c2ccccc2)c(C(=O)CC#N)c2ccccc21 do in these assays?
TPT1 inh: 0; Fh CTSL1 inh: -3; proCasp3 act: 3; PAFAH2 FP inh: -5; PP1 counter: 1; procasp7 counter: 2; PP5 primary: -1.8; HCV core dimer: 1; AHR act: 6

How did CCC1C/C(=C/c2ccco2)C(=O)/C(=C/c2ccco2)C1 (stereo not drawn) do in these assays?
TPT1 inh: 68*; Fh CTSL1 inh: 7; proCasp3 act: -11; PP1 counter: 1; procasp7 counter: -4; PP5 primary: -1.8; HCV core dimer: 24; AHR act: 0

How did CCN(C(=O)COC(=O)c1nc2nc(C)cc(C)n2n1)C1CCCCC1 do in these assays?
TPT1 inh: -3; Fh CTSL1 inh: 1; proCasp3 act: 3; PAFAH2 FP inh: -2; PP1 counter: -5; procasp7 counter: 3; PP5 primary: -2.2; HCV core dimer: -1; AHR act: 0

Results for CC1(C)CC(NCc2ccccc2)CCO1 (stereo not drawn) ?
TPT1 inh: -2; Fh CTSL1 inh: 4; proCasp3 act: 0; PAFAH2 FP inh: 1; PP1 counter: -4; procasp7 counter: 7; PP5 primary: -2.0; HCV core dimer: 1; AHR act: 7

What do the screens show for `Nc1nc(N)c2c(n1)CCCC2`?
TPT1 inh: -4; Fh CTSL1 inh: 0; proCasp3 act: 3; PAFAH2 FP inh: 0; PP1 counter: 1; procasp7 counter: 4; PP5 primary: 1.1; HCV core dimer: -2; AHR act: 12

How did CC(=O)Oc1ccc(C(=O)N2c3ccccc3NC(=O)C2C)cc1 (stereo not drawn) do in these assays?
TPT1 inh: 0; Fh CTSL1 inh: -15; proCasp3 act: -6; PAFAH2 FP inh: -7; PP1 counter: -2; procasp7 counter: 8; PP5 primary: -1.6; HCV core dimer: -1; AHR act: 0

How did Cc1ccc(NC(=O)CCC(=O)n2nc(C)cc2C)c(C)c1 do in these assays?
TPT1 inh: 3; Fh CTSL1 inh: 2; proCasp3 act: -10; PAFAH2 FP inh: 5; PP1 counter: -2; procasp7 counter: 3; PP5 primary: -1.4; HCV core dimer: 3; AHR act: 0

Results for Cc1ccc(-c2nn(CC(=O)Nc3ccc4c(c3)nc3n4CCOC3)c(=O)c3ccccc23)cc1 ?
TPT1 inh: 0; Fh CTSL1 inh: 7; proCasp3 act: 0; PAFAH2 FP inh: 4; PP1 counter: 1; procasp7 counter: 7; PP5 primary: -2.2; HCV core dimer: 3; AHR act: 3

Results for CCc1ccc(N2CC34C=CC(O3)C(C(=O)OC)C4C2=O)cc1 (stereo not drawn) ?
TPT1 inh: -5; Fh CTSL1 inh: -1; proCasp3 act: 4; PAFAH2 FP inh: -3; PP1 counter: -3; procasp7 counter: -1; PP5 primary: -0.6; HCV core dimer: -1; AHR act: -1

How did Cc1nc(N)ncc1-c1ccc2c(c1)OCO2 do in these assays?
TPT1 inh: 1; Fh CTSL1 inh: -1; proCasp3 act: 10; PAFAH2 FP inh: 0; PP1 counter: -1; procasp7 counter: 0; PP5 primary: -0.5; HCV core dimer: -21; AHR act: 2

Results for Cc1cccc(N2CCN(C(=O)CSc3ccsc3[N+](=O)[O-])CC2C)c1 (stereo not drawn) ?
TPT1 inh: 2; Fh CTSL1 inh: 4; proCasp3 act: -5; PAFAH2 FP inh: 5; PP1 counter: 3; procasp7 counter: -14; PP5 primary: -0.7; HCV core dimer: 57*; AHR act: 4

How did S=C(NCCc1ccccc1)Nc1c(Cl)cccc1Cl do in these assays?
TPT1 inh: -5; Fh CTSL1 inh: 6; proCasp3 act: -4; PAFAH2 FP inh: -4; PP1 counter: 2; procasp7 counter: -13; PP5 primary: 0.3; HCV core dimer: -11; AHR act: 2

Results for Cc1ccc2nc(-c3cc(-c4ccccc4)no3)cn2c1 ?
TPT1 inh: 2; Fh CTSL1 inh: -2; proCasp3 act: -6; PAFAH2 FP inh: 14; PP1 counter: 2; procasp7 counter: 2; PP5 primary: -2.5; HCV core dimer: 2; AHR act: -8

Results for O=C(CCNC(=O)c1ccc(Br)cc1)NCCCN1CCCC1=O ?
proCasp3 act: -1; PAFAH2 FP inh: -4; PP1 counter: -5; procasp7 counter: 8; PP5 primary: -1.1; AHR act: 0

Results for CN(C)/C=N/c1nc2nccc(-c3ccccc3)n2n1 ?
TPT1 inh: -2; Fh CTSL1 inh: -1; proCasp3 act: -5; PAFAH2 FP inh: 9; PP1 counter: -4; procasp7 counter: 3; PP5 primary: 1.3; HCV core dimer: -1; AHR act: 2

Results for O=C(Cc1ccccc1)c1c[nH]c(C(=O)NC2CCCC2)c1 ?
TPT1 inh: 0; Fh CTSL1 inh: -4; proCasp3 act: 11; PAFAH2 FP inh: 3; PP1 counter: -4; procasp7 counter: -5; PP5 primary: -0.3; HCV core dimer: -2; AHR act: 7

Results for O=[N+]([O-])c1cccc(-c2nnc(C34CC5CC(CC(C5)C3)C4)o2)c1 ?
TPT1 inh: -1; Fh CTSL1 inh: -4; proCasp3 act: 7; PAFAH2 FP inh: -7; PP1 counter: -1; procasp7 counter: 1; PP5 primary: 2.2; HCV core dimer: -7; AHR act: 1

Results for Cc1cccc(CSc2ncnc3nc[nH]c23)c1 ?
TPT1 inh: -4; Fh CTSL1 inh: 1; proCasp3 act: 9; PAFAH2 FP inh: 7; PP1 counter: 6; procasp7 counter: 3; PP5 primary: -0.4; HCV core dimer: -4; AHR act: 3

How did CC(=O)N1[C@H](Cc2ccccc2)C=C[C@]1(C)C(=O)NCc1ccc(C)o1 do in these assays?
TPT1 inh: 0; Fh CTSL1 inh: -1; proCasp3 act: 4; PAFAH2 FP inh: -9; PP1 counter: 0; procasp7 counter: 3; PP5 primary: 1.1; HCV core dimer: 14; AHR act: 3

Results for CCOC(=O)c1cnn(-c2ccccc2)c1-n1cccc1C(=O)C(=O)Nc1ccc(F)cc1 ?
TPT1 inh: 2; Fh CTSL1 inh: 1; proCasp3 act: -4; PAFAH2 FP inh: -9; PP1 counter: 5; procasp7 counter: 0; PP5 primary: 3.7; HCV core dimer: 10; AHR act: 0

What do the screens show for `COc1ccc(OC)c(NC(=O)CCCN2C(=S)NC(C)(C)CC2C)c1` (stereo not drawn)?
TPT1 inh: -4; Fh CTSL1 inh: 0; proCasp3 act: 3; PAFAH2 FP inh: 0; PP1 counter: 3; procasp7 counter: 0; PP5 primary: 0.3; HCV core dimer: -8; AHR act: 4

Results for O=C(Cc1coc2cc(O)ccc12)NNC(=O)c1cccs1 ?
proCasp3 act: 5; PAFAH2 FP inh: 5; procasp7 counter: 2; AHR act: 3

Assay outcomes from PubChem BioAssay.
